PLK1 PBD inh = PLK1 (human) polo-box domain binding inhibition; P53350; Plk1 PBD binding of FITC phosphopeptide, fluorescence polarization; Potency, µM, for the others: max response, negative = inhibition, usual class: inhibitors; 360,000 tested, 2.8% active; AID 720504; note: potency is the fitted concentration of half-maximal effect; series mostly up to about 57 µM; % is set by controls: 0 for no effect and ±100 for the full control effect; nearly all actives have a fitted effect of over 65% in size
FUS yeast rescue = rescues growth of FUS-expressing yeast; S. cerevisiae FUS-expressing, growth rescue, OD600, 24 h; Potency, µM (top dose mostly 76.6 µM), inactives show at the highest dose growth rescue (activation), actives largely listed as activators; 390,000 tested, 0.24% active; AID 1347120;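 note: potency is the fitted concentration of half-maximal effect; plate controls were DMSO vehicle for no effect and reference control for full effect; nearly all actives have a fitted effect of over 55% in size; some results filed as inactive show a strong effect at the top dose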
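Absorbance at 600 nm, taken 24hr after compound addition, measured rescue of FUS-yeast growth at 30C. Induction used 2% galactose with seeding at OD 0.005. Controls: CP55940 from 92uM final, DMSO only.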
EPAC1 ag = activates human EPAC1 exchange factor; O95398; EPAC1 agonist qHTS, biochemical assay; response scale: 100% = response to 6.5 mM cAMP; Potency, µM (titrated, usually from 154 µM), without a hit: top-dose activation, usual class: activators; 360,000 tested, 0.073% active; note: potency is the fitted concentration of half-maximal effect; nearly all actives have a fitted effect of over 60% in size
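Read-out is the fluorescence drop as BODIPY-GDP leaves Rap1B (480 nm excitation, 540 nm emission), recorded every 5 minutes over 30 minutes. Reactions held 100 nM EPAC1, 250 nM Rap1B–BODIPY-GDP and 50 uM GDP, with 6.5 mM cAMP setting full activation.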
WRN helicase inh = inhibitors of human WRN helicase | Potency, µM (top dose mostly 114 µM), without a hit: top-dose activity change, negative = inhibition, usual class: inhibitors | 360,000 tested, 0.46% active | AID 651768 | Q14191 | WRN helicase unwinding, fluorescent forked duplex, kinetic; note: potency is the fitted concentration of half-maximal effect; % is set by controls: 0 for no effect and ±100 for the full control effect; nearly all actives have a fitted effect of over 55% in size
Target sequence (Q14191 whole entry, looked up): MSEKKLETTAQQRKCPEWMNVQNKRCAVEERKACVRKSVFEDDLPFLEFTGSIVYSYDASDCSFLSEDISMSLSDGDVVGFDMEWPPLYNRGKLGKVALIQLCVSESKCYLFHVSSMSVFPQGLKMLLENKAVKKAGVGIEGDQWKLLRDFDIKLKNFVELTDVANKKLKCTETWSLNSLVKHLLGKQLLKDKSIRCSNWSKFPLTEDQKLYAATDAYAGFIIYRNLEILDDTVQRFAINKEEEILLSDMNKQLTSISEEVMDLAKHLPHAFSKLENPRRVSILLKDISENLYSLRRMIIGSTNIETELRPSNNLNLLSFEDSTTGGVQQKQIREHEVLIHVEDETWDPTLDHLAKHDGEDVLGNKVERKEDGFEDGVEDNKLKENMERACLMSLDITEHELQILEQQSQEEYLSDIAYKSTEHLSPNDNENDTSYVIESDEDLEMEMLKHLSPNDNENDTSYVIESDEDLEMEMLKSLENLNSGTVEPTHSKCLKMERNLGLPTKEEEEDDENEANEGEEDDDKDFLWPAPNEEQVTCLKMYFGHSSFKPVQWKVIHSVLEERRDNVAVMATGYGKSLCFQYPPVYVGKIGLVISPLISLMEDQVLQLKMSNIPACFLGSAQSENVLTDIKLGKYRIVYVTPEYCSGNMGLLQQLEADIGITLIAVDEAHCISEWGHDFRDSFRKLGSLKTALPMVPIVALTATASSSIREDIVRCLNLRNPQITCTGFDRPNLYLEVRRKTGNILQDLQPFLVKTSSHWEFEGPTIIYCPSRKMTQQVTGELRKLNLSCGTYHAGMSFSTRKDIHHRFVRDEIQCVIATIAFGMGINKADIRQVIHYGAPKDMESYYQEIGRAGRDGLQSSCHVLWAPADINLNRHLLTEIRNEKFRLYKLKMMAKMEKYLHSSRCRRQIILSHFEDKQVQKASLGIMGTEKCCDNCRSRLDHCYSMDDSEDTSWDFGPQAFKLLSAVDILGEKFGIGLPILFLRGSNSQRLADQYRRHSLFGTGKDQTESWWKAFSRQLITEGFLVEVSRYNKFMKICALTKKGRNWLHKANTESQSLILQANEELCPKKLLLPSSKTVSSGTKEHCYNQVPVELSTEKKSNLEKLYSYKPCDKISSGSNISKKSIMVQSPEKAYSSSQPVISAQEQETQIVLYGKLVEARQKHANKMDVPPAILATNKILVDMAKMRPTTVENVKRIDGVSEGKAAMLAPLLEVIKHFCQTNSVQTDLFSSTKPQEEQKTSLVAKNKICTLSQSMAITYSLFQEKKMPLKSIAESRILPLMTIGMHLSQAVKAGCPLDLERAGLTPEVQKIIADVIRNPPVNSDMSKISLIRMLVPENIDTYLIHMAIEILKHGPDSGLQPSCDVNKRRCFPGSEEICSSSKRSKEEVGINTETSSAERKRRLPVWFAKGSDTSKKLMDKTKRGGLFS
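Fluorescence dequenching readout, ex 525 nm/em 598 nm, kinetic mode: forked duplex DNA (100 nM final) with adjacent fluorophore and quencher unwound by WRN (20 nM final) with 2 mM ATP. Compound preincubation 15 min, room temperature.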
aSyn yeast inh = inhibitors of alpha-synuclein toxicity in yeast; Potency, µM (doses to about 46.1 µM), for the others: at the top dose growth rescue (activation), most hits filed as activators; 370,000 tested, 0.14% active; Yeast expressing alpha-synuclein, growth rescue, BacTiter-Glo, 24 h; note: potency is the fitted concentration of half-maximal effect; % of control where 0% means no effect; nearly all actives have a fitted effect of over 65% in size
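Rescue of yeast growth: cells expressing toxic alpha-synuclein, induced in galactose at OD600 0.02, incubated with compound 24 h at 30 C. ATP luminescence quantified growth; inhibitors of toxicity appear as activators.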
Abeta yeast res = compounds reversing amyloid beta toxicity in yeast; 410,000 tested, 0.063% active; yeast expressing A-beta42, growth rescue, OD600, 48 h; response scale: 0% DMSO, 100% iron-clioquinol control; Potency, µM (doses to about 46.1 µM), for the others: at the highest dose growth rescue, actives largely listed as activators; note: potency is the fitted concentration of half-maximal effect; nearly all actives have a fitted effect of over 55% in size
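Yeast growth medium received pinned compounds, then yeast cells expressing toxic A-beta were added; plates incubated at 30 C for 48 hr. Growth read as absorbance at 600 nm, normalized to DMSO and equimolar FeCl3 plus clioquinol controls.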
PI5P4Ka inh = blocks human PI5P4K alpha kinase activity. max response, %. PI5P4Kalpha enzyme, ADP-Glo luminescence, 60 min; hits give low values. P48426. 330,000 tested, 1.2% active; active = max response of -50% or lower; inconclusive = between -30% and -50%; inactive = -30% or higher; note: value at the top dose of about 77 µM; % is set by controls: 0 for no effect and ±100 for the full control effect
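Luminescence from ADP-Glo served as readout of PI5P4Kalpha activity in a qHTS format. Reaction: enzyme, substrate, compound, ATP at 5 microM final, 60 min at RT.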
EPAC1 antagonist = blocks human EPAC1 exchange factor. 360,000 tested, 0.14% active. O95398. AID 720709. EPAC1 GEF assay, Rap1b-BODIPY-GDP exchange fluorescence. Potency, µM (titrated, usually from 115 µM), inactives show top-dose activity change, negative = inhibition, most hits filed as inhibitors;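 note: potency is the fitted concentration of half-maximal effect; plate controls were vehicle for no effect and positive control for full effect; nearly all actives have a fitted effect of over 50% in size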
IL2 activator = activators of IL-2 | IL-2 activation reporter assay, cell-based qHTS; stimulated with anti-CD3/CD4/CD28 beads; in transgenic mouse T cells | AID 652025 | 360,000 tested, 0.065% active | activation, % (series mostly up to about 46 µM); in the data active = activation above about 50%; inconclusive = mostly about 30% to 49%; note: 0% is about no effect
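EGFP and DsRed fluorescence is measured by plate cytometry in unstimulated transgenic mouse T cells exposed to compound for 60 minutes, then stimulated 18 hours at 37 degrees C with anti-CD3/anti-CD4 beads plus anti-CD28.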
Active calls of the source: *; [ ] = remark or other dose. Unless noted, calls come from the whole dose curve; as a rule, active = well fitted curve in the direction sought with a large enough effect; inconclusive = small, poorly fitted or top-dose-only effect, or another doubt; inactive = no such curve, though single readings can be large; an effect the other way counts as inactive or inconclusive.

For COc1ccc2sc(-c3ccc(S(C)(=O)=O)cc3)c(C(=O)NCCc3c[nH]c4ccccc34)c2c1 the results were PLK1 PBD inh 1%, FUS yeast rescue 16%, EPAC1 ag 8%, WRN helicase inh -15%, aSyn yeast inh 0%, Abeta yeast res 8%, PI5P4Ka inh 5, EPAC1 antagonist -1% and IL2 activator -0.1.
`Cc1ccc(S(=O)(=O)CCC(=O)O)cc1C` gave PLK1 PBD inh 0%, FUS yeast rescue -1%, EPAC1 ag 6%, WRN helicase inh -1%, aSyn yeast inh -1%, Abeta yeast res 13%, EPAC1 antagonist -13% and IL2 activator 1.9.
CCOC(=O)CN(C(=O)CSc1nnc(-c2ccc(OC)c(OC)c2)o1)c1ccc(F)cc1 was read as PLK1 PBD inh -5%, FUS yeast rescue 21%, EPAC1 ag -1%, WRN helicase inh -9%, aSyn yeast inh -8%, Abeta yeast res -11%, EPAC1 antagonist 9% and IL2 activator 0.1.
`CC(=O)N(Cc1ccc(Br)cc1)c1cccc(C)c1C` gave PLK1 PBD inh -6%, FUS yeast rescue 40%, EPAC1 ag 12%, WRN helicase inh -29%, aSyn yeast inh 11%, Abeta yeast res 0%, PI5P4Ka inh -8, EPAC1 antagonist -15% and IL2 activator 0.1.
For O=C(CN1CCC(n2nnc3cc(C(F)(F)F)ccc32)CC1)Nc1ccc2c(c1)CCC2 the results were PLK1 PBD inh -11%, FUS yeast rescue -2%, EPAC1 ag 9%, WRN helicase inh -2%, aSyn yeast inh -13%, Abeta yeast res 0%, PI5P4Ka inh -2, EPAC1 antagonist -12% and IL2 activator -0.6.
`COc1ccc(S(=O)(=O)Nc2ccc3c(c2)OCO3)cc1Cl` gave PLK1 PBD inh -6%, EPAC1 ag 0%, WRN helicase inh -9%, aSyn yeast inh 3%, Abeta yeast res inconclusive, PI5P4Ka inh -5, EPAC1 antagonist -11% and IL2 activator -1.2.
`c1ccc(NNC2=NCCS2)cc1` gave PLK1 PBD inh 0%, FUS yeast rescue -26%, EPAC1 ag 8%, WRN helicase inh -7%[57.1 µM], aSyn yeast inh 2%, Abeta yeast res -17%, PI5P4Ka inh 5, EPAC1 antagonist -27% and IL2 activator 0.7.
CN1CCN(c2ccc(CNC(=O)c3ccc(-c4cnn(C)c4)c4ccoc34)cc2)CC1 was read as PLK1 PBD inh 3%, FUS yeast rescue 0%, EPAC1 ag -7%, WRN helicase inh -19%, aSyn yeast inh 3%, Abeta yeast res -10%, PI5P4Ka inh 6, EPAC1 antagonist -9% and IL2 activator 0.0.
COc1ccc(S(=O)(=O)N/N=C(/C)c2ccncc2)cc1 was read as PLK1 PBD inh -19%, FUS yeast rescue -4%, EPAC1 ag 4%, WRN helicase inh 4%, aSyn yeast inh -3%, Abeta yeast res 1%, PI5P4Ka inh 0, EPAC1 antagonist inconclusive and IL2 activator 0.9.
`COc1cc2c(C(=O)N(C)c3cc(Cl)ccc3OC)cn(C)c(=O)c2cc1OC` gave PLK1 PBD inh -5%, FUS yeast rescue 19%, EPAC1 ag 2%, WRN helicase inh 3%, aSyn yeast inh -1%, Abeta yeast res -13%, PI5P4Ka inh 5, EPAC1 antagonist 4% and IL2 activator 0.5.
For Cc1ncoc1C(=O)N1CCCC(C(=O)c2ccc(-c3ccccc3)cc2)C1 (stereo not given) the results were PLK1 PBD inh -5%, FUS yeast rescue 22%, EPAC1 ag 3%, WRN helicase inh -3%, aSyn yeast inh -41%[inhibitor], Abeta yeast res -39%[inhibitor], PI5P4Ka inh 10, EPAC1 antagonist -26% and IL2 activator -1.1.
Screening Cc1ccc(C(=O)N/C(=C\c2ccc(-c3cccc([N+](=O)[O-])c3)o2)C(=O)NC(C)(C)C)cc1 returned PLK1 PBD inh -7%, EPAC1 ag -22%, WRN helicase inh -22%, aSyn yeast inh -3%, Abeta yeast res 6%, PI5P4Ka inh 0, EPAC1 antagonist -21% and IL2 activator -6.2.
Screening CCOC(=O)c1sc(NC(=O)c2cccs2)cc1C returned PLK1 PBD inh 0%, FUS yeast rescue -24%, EPAC1 ag -10%, WRN helicase inh 0%, aSyn yeast inh -9%, Abeta yeast res -16%, PI5P4Ka inh 9, EPAC1 antagonist 2% and IL2 activator 0.5.
Cc1ccccc1NC(=O)CN1CCN(C(=O)c2ccco2)CC1 was read as PLK1 PBD inh 1%, FUS yeast rescue 16%, EPAC1 ag -1%, WRN helicase inh 8%, aSyn yeast inh -10%, Abeta yeast res 10%, PI5P4Ka inh 3, EPAC1 antagonist 3% and IL2 activator -0.4.
Cc1ccccc1NC(=O)CCN1C(=O)CSC1=O was read as PLK1 PBD inh -5%, FUS yeast rescue 13%, EPAC1 ag 3%, WRN helicase inh 10%, aSyn yeast inh 0%, Abeta yeast res 16%, EPAC1 antagonist 7% and IL2 activator 0.5.
Screening Cc1nnc(SCc2cn3ccsc3n2)n(N)c1=O returned PLK1 PBD inh -3%, FUS yeast rescue -11%, EPAC1 ag 3%, WRN helicase inh 2%, aSyn yeast inh -1%, Abeta yeast res -8%, PI5P4Ka inh -5, EPAC1 antagonist 3% and IL2 activator -0.5.
`O=C(Cc1ccc2cccnc2c1)c1ccc(O)cc1O` gave PLK1 PBD inh -1%, FUS yeast rescue -1%, EPAC1 ag 4%, WRN helicase inh -11%, aSyn yeast inh 2%, Abeta yeast res -7%, EPAC1 antagonist -8% and IL2 activator -0.6.
Screening O=C(C1=C[C@H](c2csc3ccccc23)C[C@H](OCc2ccc(CO)cc2)O1)N1CCN(Cc2ccccc2)CC1 returned PLK1 PBD inh -8%, FUS yeast rescue 39%, EPAC1 ag 8%, WRN helicase inh -8%, aSyn yeast inh -5%, Abeta yeast res 5%, PI5P4Ka inh 2, EPAC1 antagonist -24% and IL2 activator -0.6.
For CNC(=S)N(CCc1c(C)[nH]c2ccc(Cl)cc12)Cc1cc(OC)c(OC)c(OC)c1 the results were PLK1 PBD inh 3%, FUS yeast rescue inconclusive, EPAC1 ag -3%, WRN helicase inh -2%, aSyn yeast inh 12%, Abeta yeast res -10%, PI5P4Ka inh 7, EPAC1 antagonist 2% and IL2 activator -4.3.
`Cc1cc(F)cc(-c2cc(C(=O)NCc3ccccn3)[nH]n2)c1` gave PLK1 PBD inh -9%, FUS yeast rescue -27%, EPAC1 ag -10%, WRN helicase inh 0%, aSyn yeast inh 15%, Abeta yeast res 5%, PI5P4Ka inh -4, EPAC1 antagonist 6% and IL2 activator -0.4.
For S=C(NCCCN1CCOCC1)N(Cc1ccccc1)Cc1ccccc1 the results were PLK1 PBD inh -3%, FUS yeast rescue -3%, EPAC1 ag -11%, WRN helicase inh 0%[57.1 µM], aSyn yeast inh 1%, Abeta yeast res -2%, PI5P4Ka inh -4, EPAC1 antagonist -2% and IL2 activator -2.7.
`COc1cccc(C(=O)Nc2c3c(nc4c2CCC4)CCCC3)c1` gave PLK1 PBD inh 7%, EPAC1 ag -11%, WRN helicase inh -3%, aSyn yeast inh -7%, Abeta yeast res 4%, PI5P4Ka inh -5, EPAC1 antagonist -4% and IL2 activator 0.0.
Cc1occc(=O)c1OCc1c(F)cccc1Cl was read as PLK1 PBD inh 21µM*, FUS yeast rescue -18%, EPAC1 ag -2%, WRN helicase inh 1%, aSyn yeast inh 2%, Abeta yeast res -7%, PI5P4Ka inh -27, EPAC1 antagonist -13% and IL2 activator 0.8.
For Cc1c(NC(=S)NC(=O)c2ccco2)cccc1-c1nc2ncccc2o1 the results were PLK1 PBD inh -16%, FUS yeast rescue -8%, EPAC1 ag 8%, WRN helicase inh inconclusive, aSyn yeast inh 1%, Abeta yeast res -2%, PI5P4Ka inh -4, EPAC1 antagonist 15% and IL2 activator 4.1.
For COc1cccc(OC)c1C(=O)Nc1cccc(-c2nc3ccccc3[nH]2)c1 the results were PLK1 PBD inh -3%, FUS yeast rescue 45%, EPAC1 ag 10%, WRN helicase inh 2%, aSyn yeast inh -3%, Abeta yeast res 5%, PI5P4Ka inh -6, EPAC1 antagonist -10% and IL2 activator -1.3.
For O=C(Cc1ccc([N+](=O)[O-])cc1)NCC1CCCO1 (stereo not given) the results were PLK1 PBD inh 2%, FUS yeast rescue -14%, EPAC1 ag 8%, WRN helicase inh 2%, aSyn yeast inh -7%, Abeta yeast res -4%, PI5P4Ka inh -11, EPAC1 antagonist -1% and IL2 activator -3.4.
For Nc1c(C(=O)O)sc2nc(-c3ccc(F)cc3)cc(-c3ccccc3)c12 the results were PLK1 PBD inh 30µM*, FUS yeast rescue 13%, EPAC1 ag -11%, WRN helicase inh 3%, aSyn yeast inh 3%, Abeta yeast res 1%, PI5P4Ka inh -14, EPAC1 antagonist -7% and IL2 activator 2.7.
`COc1ccc(-c2nnc(NC(=O)C(C)C)o2)cc1` gave PLK1 PBD inh -8%, FUS yeast rescue -14%, EPAC1 ag 4%, WRN helicase inh 2%, aSyn yeast inh -5%, Abeta yeast res -15%, PI5P4Ka inh 5, EPAC1 antagonist 9% and IL2 activator 3.0.
O=C(N/N=C/c1c[nH]c2ccccc12)c1cc(-c2ccc(-c3ccccc3)cc2)n[nH]1 was read as PLK1 PBD inh -2%, FUS yeast rescue inconclusive, EPAC1 ag 5%, WRN helicase inh -4%, aSyn yeast inh -1%, Abeta yeast res 6%, EPAC1 antagonist 14% and IL2 activator -3.1.
For COc1ccc(OC)c(NC(=O)c2cc(S(=O)(=O)NCc3ccco3)ccc2F)c1 the results were PLK1 PBD inh -9%, FUS yeast rescue 35%, EPAC1 ag 19%, WRN helicase inh -22%, aSyn yeast inh 2%, Abeta yeast res 3%, EPAC1 antagonist -2% and IL2 activator -2.1.
For CN[C@H]1C[C@H]2c3cc(N4CCN(C)CC4)ccc3CCN2C(=O)[C@H]1[C@H](C)O the results were PLK1 PBD inh -4%, FUS yeast rescue 3%, EPAC1 ag -28%, WRN helicase inh 1%, aSyn yeast inh -8%, Abeta yeast res -12%, PI5P4Ka inh -7, EPAC1 antagonist 12% and IL2 activator -3.2.

Screening results: PubChem BioAssay, National Center for Advancing Translational Sciences (NCATS)
